MLL CXXC-DNA inh: inhibitors of human MLL CXXC domain-DNA interaction. Q03164. Potency, µM (series often up to 115 µM), for inactives: at the highest dose activity change, negative = inhibition, actives largely listed as inhibitors. MLL-CXXC / FITC-HOXA9 DNA fluorescence polarization. 290,000 tested, 0.037% active; active means well fitted inhibition curve with a large enough effect in the polarisation, with a control signal flat, not every such curve was filed as active; inconclusive means small, poorly fitted or top-dose-only effect, or effect the other way, or a change in a side signal; inactive means no such curve, though single readings can be large or run the other way; the % refers to the polarisation; further: potency means the concentration at half of the fitted maximal effect
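Purified MLL-CXXC (added from a 7 uM solution) was preincubated 5 min at ambient with pinned compounds in 50 mM Tris-HCl pH 7.5, 50 mM NaCl, 1 mM DTT, 0.05% BSA. Fluorescein-labeled HOX-A9 DNA (50 nM solution) followed, 30 min, then polarization read.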
PKM2 act: increases activity of human pyruvate kinase M2. P14618. purified PKM2, Kinase-Glo ATP luminescence, activation; response scale: 0% is enzyme alone, no compound. Potency, µM (top dose mostly 57.5 µM), for inactives: at the highest dose activation, hits mostly activators. 260,000 tested, 0.34% active; further: potency means the concentration at half of the fitted maximal effect; on the % scale 0 is the no-effect control and ±100 the full control effect; nearly all actives have a fitted effect of over 55% in size
Target sequence (P14618 whole entry, looked up): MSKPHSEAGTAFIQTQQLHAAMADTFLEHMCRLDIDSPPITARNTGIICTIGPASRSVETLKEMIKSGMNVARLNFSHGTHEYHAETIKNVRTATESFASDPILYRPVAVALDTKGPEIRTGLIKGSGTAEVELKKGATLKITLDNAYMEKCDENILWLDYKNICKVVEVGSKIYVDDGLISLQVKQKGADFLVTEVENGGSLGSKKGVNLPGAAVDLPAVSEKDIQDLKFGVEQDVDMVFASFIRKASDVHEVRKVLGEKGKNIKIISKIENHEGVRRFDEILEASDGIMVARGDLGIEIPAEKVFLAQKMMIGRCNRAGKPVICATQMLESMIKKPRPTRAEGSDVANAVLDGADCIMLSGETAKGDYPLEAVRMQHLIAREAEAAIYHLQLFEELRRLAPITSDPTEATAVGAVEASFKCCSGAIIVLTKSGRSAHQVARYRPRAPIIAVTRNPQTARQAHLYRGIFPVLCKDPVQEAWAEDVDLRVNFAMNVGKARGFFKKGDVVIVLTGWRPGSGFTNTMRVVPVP
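ATP formation by purified human PK-M2, quantified via coupled luciferase luminescence after 1 h at room temperature with 0.1 mM ADP and 0.5 mM PEP final.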
B2AR arrestin: agonists driving beta-arrestin recruitment to human beta2-adrenergic receptor; Potency, µM (titrated, usually from 46.1 µM), inactives show at the highest dose activation, actives largely listed as activators; beta-arrestin recruitment to beta2AR, cell-based reporter; 330,000 tested, 0.02% active; P07550;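 further: potency means the concentration at half of the fitted maximal effect; 0% = DMSO controls and full agonism = EC100 isoproterenol or metaproterenol; nearly all actives have a fitted effect of over 65% in size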
Target sequence (P07550 whole entry, looked up): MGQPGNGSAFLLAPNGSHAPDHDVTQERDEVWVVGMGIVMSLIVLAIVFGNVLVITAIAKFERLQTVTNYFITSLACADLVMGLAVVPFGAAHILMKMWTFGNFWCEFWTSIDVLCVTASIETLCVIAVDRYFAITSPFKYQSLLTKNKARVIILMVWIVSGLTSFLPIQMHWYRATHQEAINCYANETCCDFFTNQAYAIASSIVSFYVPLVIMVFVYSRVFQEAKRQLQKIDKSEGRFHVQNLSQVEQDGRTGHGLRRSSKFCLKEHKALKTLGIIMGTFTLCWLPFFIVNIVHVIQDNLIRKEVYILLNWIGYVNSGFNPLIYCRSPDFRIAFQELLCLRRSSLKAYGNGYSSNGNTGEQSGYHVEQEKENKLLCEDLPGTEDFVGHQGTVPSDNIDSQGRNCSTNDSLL
hERG WT inh: blocks the wildtype human KCNH2 potassium channel; Q12809; U2OS, BacMam KCNH2, thallium flux FluxOr; active compounds read low; activity change, % at 1.84 µM; 340,000 tested, 0.37% active; AID 720551;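 active means maximum activity change below -70%; inconclusive means maximum activity change between -70% and -50%; inactive means maximum activity change above -50%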; further: on the % scale 0 is the no-effect control and ±100 the full control effect
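U2OS cells were transduced with wild-type KCNH2 virus (2.03 x 10^8 / mL) for 4 h at room temperature, then cultured overnight at 37 C. Thallium flux was read with FluxOr dye. Rate constants were normalized to DMSO controls.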
Giardia kill: Giardia lamblia killing; Giardia lamblia trophozoite viability; 340,000 tested, 0.15% active; AID 540267; activity change, % at 7.66 µM, hits read low; in the data active means activity change below about -80%; inconclusive means between about -30% and that limit;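 further: parasites exposed to compound for two days anaerobically before the ATP read; on the % scale 0 is the no-effect control and ±100 the full control effect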
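Luminescence from cellular ATP indicates surviving trophozoites (100 cells/well) following 48 hrs anaerobic compound treatment at 37 deg C; signal develops 15-30 min at room temperature.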
GALK inh: blocks human galactokinase activity; P51570; Purified GALK, Kinase-Glo residual ATP luminescence; Potency, µM (titrated, usually from 57.5 µM), for inactives: at the highest dose activity change, negative = inhibition, usual class: inhibitors; 270,000 tested, 0.007% active; further: potency means the concentration at half of the fitted maximal effect; on the % scale 0 is the no-effect control and ±100 the full control effect
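Galactose (100 uM) and ATP (35 uM) were turned over by 5 nM GALK for 1 h at RT. Kinase-Glo Plus then converted the remaining ATP into a luminescent signal.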
Menin MLL FP TR: inhibitors of human menin-MLL interaction, mutant MLL peptide; AID 1768; Potency, µM (titrated, usually from 61.6 µM), inactives show at the highest dose FP activity change, negative = inhibition, actives largely listed as inhibitors; 270,000 tested, 0.23% active; Menin + Texas Red MLL mutant peptide, fluorescence polarization; O00255; active means well fitted inhibition curve with a large enough effect in the polarisation, with a control signal flat, not every such curve was filed as active; inconclusive means small, poorly fitted or top-dose-only effect, or effect the other way, or a change in a side signal; inactive means no such curve, though single readings can be large or run the other way; the % refers to the polarisation; further: potency means the concentration at half of the fitted maximal effect; % of control where 0% means no effect; many of its hits are not listed in these tables
KCNH2 3.1 inh: KCNH2 3.1 (human) potassium channel inhibition; U2OS KCNH2 3.1, thallium flux FluxOr; active compounds read low; activity change, % (tested at about 1.8 µM); 340,000 tested, 0.95% active; AID 720553;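 active means maximum activity change below -70%; inconclusive means maximum activity change from -70% to -50%; inactive means maximum activity change above -50%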;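 further: thallium influx rate constant from kinetic fluorescence after stimulation buffer; on the % scale 0 is the no-effect control and ±100 the full control effect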
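Kinetic fluorescence (2 min after stimulation buffer) measures Tl+ influx through KCNH2 3.1 expressed by viral transduction in U2OS cells; the rate constant is normalized against DMSO controls serving as positive and negative references.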
TRPV1 agonist: activates the human vanilloid receptor TRPV1; TRPV1-expressing cells, Fluo-8 calcium influx, agonist mode; activation, % at 8.33 µM; 320,000 tested, 0.19% active; in the data active means activation above about 80%; inconclusive means between about 30% and that limit; further: 0% is about no effect
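TRPV1-expressing cells were cultured overnight at 35.5C and loaded with Fluo-8 calcium dye for 40 to 90 min at room temperature. After a 10 s baseline, compound was added and calcium influx was read kinetically for 3 min (ex 480/em 520 nm).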
Coupling enz: inhibits coupling enzyme system, counter-screen for aldolase hits; coupling enzyme system counterscreen, AmpLite Red fluorescence; activity change, negative = inhibition, % at 58.2 µM, hits read low; 290,000 tested, 0.67% active; AID 2472; in the data active means activity change below about -30%; further: on the % scale 0 is the no-effect control and ±100 the full control effect
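Activity here indicates interference with the coupling reaction, not aldolase inhibition. Compounds at 57.5 uM final met coupling enzymes for 10 min at RT; substrate and AmpLite Red detection followed, with a 525/598 nm fluorescence read after 20 min.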
USP2a block: inhibitors of human ubiquitin-specific protease USP2a | AID 463254 | Potency, µM (doses to about 38.3 µM), for inactives: at the highest dose activity change, negative = inhibition, usual class: inhibitors | 330,000 tested, 0.01% active | USP2 core, Ub-CHOP2 coupled fluorogenic reporter, 485/531 | O75604;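 further: potency means the concentration at half of the fitted maximal effect; plate controls were DMSO wells for no effect and full inhibition by NEM control for full effect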
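Cell-free coupled assay: 10nM USP2 core preincubated 30min RT with compound in Tris-HCl pH 8.0/CaCl2/CHAPS buffer, then 25nM Ub-CHOP2 and 25nM reporter substrate; fluorescence (Ex 485/Em 531) read after 60min RT, normalized to NEM inhibition, concentration-response curves fitted.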
* hit, by the source's call; ? = inconclusive; . = not tested or not shown; & = joins results of further samples; [ ] = remark or other dose. Unless noted, the call rests on the fitted dose curve; in most records, active means well fitted curve in the direction sought with a large enough effect; inconclusive means small, poorly fitted or top-dose-only effect, or another doubt; inactive means no such curve, though single readings can be large; an effect the other way counts as inactive or inconclusive.

SMILES	MLL CXXC-DNA inh	PKM2 act	B2AR arrestin	hERG WT inh	Giardia kill	GALK inh	Menin MLL FP TR	KCNH2 3.1 inh	TRPV1 agonist	Coupling enz	USP2a block
CC1CCc2c(sc(NC(=O)COC(=O)C3CCCO3)c2C#N)C1 (stereo unspecified)	-7%	1%	-0.2%	-21	9	0%	5%	12	6	3	6%
CC(=O)Nc1ccc(S(=O)(=O)N2C(C)CCCC2C)cc1 (stereo unspecified)	-20%	.	-0.2%	-8	-12	.	29%	8	12	1	-1%
O=C(COc1ccc(F)cc1)N(Cc1cccs1)C1CCS(=O)(=O)C1 (stereo unspecified)	.	-7%	-0.3%	-3	-27	.	-16%	-2	2	4	0%
CCCCN(CC)Cc1c(C)[nH]c2c(ccc3ccccc32)c1=O	-3%	.	-0.7%	6	19	3%	-5%	2	1	3	8%
O=C(O)c1ccc(/C=N/NC(=S)NCc2ccccc2)cc1	1%	-1%	0.2%	-8	-4	-7%	-8%	-1	2	7	1%
CN(C/C=C/C#CC(C)(C)C)Cc1cccc2ccccc12	3%	.	.	17	?	.	1%&-20%	2	.	-1&1	.
O=P(O)(CCCP(=O)(O)CCc1ccccc1)CCc1ccccc1	0%	0%	-0.3%	4	7	-1%	-2%	2	-1	16	-1%
CCOc1ccc(C2/C(=C(\O)c3cccc(OC)c3)C(=O)C(=O)N2c2cc(C)on2)cc1OC (stereo unspecified)	-18%	0%	0.1%	4	3	-1%	25%	-8	-1	12	-4%
COC(=O)c1[nH]c2ccc(C)cc2c1NC(=O)CN1CCCC(C)(C)C1	-8%	-1%	0.1%	2	4	-3%	34%[activator]	-2	89*	0	-1%
Cc1cc2oc(=O)cc(CN3CCN(C/C=C/c4ccccc4)CC3)c2cc1O	-1%	0%	-0.5%	.	.	2%	1%	.	-2	-9	-10%
Cc1ccc(/C=C/C(=O)N2CCN(S(=O)(=O)c3c(C)c(C)cc(C)c3C)CC2)o1	7%	3.2µM*	0.4%	11	15	0%	0%	-4	1	0	5%
COc1ccc(Cn2c(-c3ccc(C)cc3)c[n+]3ccccc23)cc1	4%	10%	0.1%	-2	-24	-2%	-16%	0	-5	3	2%
Cc1c(Br)c([N+](=O)[O-])nn1CC(=O)N1CCCc2ccccc21	-1%	-4%	-0.1%	1	-23	0%	-11%	-2	3	1	0%
O=C(c1ccco1)N1CCN(C(=O)c2cnn3c(C(F)(F)F)cc(-c4cccs4)nc23)CC1	-2%	18%	4.2%	11	6	-1%	-25%	11	1	-1	-1%
O=C(CNc1ccccc1)c1ccc([N+](=O)[O-])cc1	7%	7%	-0.2%	7	-5	1%	12%	5	3	1	2%
O=C(CCNS(=O)(=O)c1cccc2nonc12)N1CCN(c2cccc(Cl)c2)CC1	4%	-8%	-1.7%	-8	-1	2%	0%	-10	26	2	0%
O=C(CCN1C(=O)c2ccccc2C1=O)NC1=NCCS1	2%	6%	0.4%	16	-4	2%	-11%	16	-4	3	0%
COc1ccccc1CNc1n[nH]c(NCc2ccccc2OC)n1	4%	-9%	0.0%	3	3	-4%	0%	-20	1	1	0%
COc1cc2c(cc1OC)CN(C(=O)c1ccc(Br)o1)CC2	-1%	15%	-0.9%	1	0	-4%	.	9	8	-1	0%
OCC1CCCC(n2cnc3c(=S)nc[nH]c32)O1 (stereo unspecified)	-22%	23%	0.3%	1	4	.	.	-11	1	-2	3%
CCOC(=O)C1CCCN(C(=O)C2CCCN(S(C)(=O)=O)C2)C1 (stereo unspecified)	-7%	0%	0.2%	-2	8	3%	-18%	9	-3	-2	-1%
COC(=O)c1sccc1NC(=O)/C=C\c1ccc(Cl)cc1Cl	13%	11%	-0.2%	3	-3	-1%	-22%	10	-2	0	3%
CCCCn1c(N)c(Br)c(=O)[nH]c1=O	25%	0%	0.1%	-5	-9	-4%	.	0	-2	0	7%
Cc1c(CCOC(=O)c2ccc(N3CCOCC3)c([N+](=O)[O-])c2)sc[n+]1CC#N	27%	13%	0.4%	-30	1	-1%	.	-2	4	0	-13%
CSc1cccc(NC(=O)c2cnn3ccccc23)c1	-1%	-6%	-0.8%	0	11	1%	.	2	.	-1	0%

An excerpt from above, showing only hERG WT inh:
SMILES	hERG WT inh
O=C(c1ccco1)N1CCN(C(=O)c2cnn3c(C(F)(F)F)cc(-c4cccs4)nc23)CC1	11
O=C(CNc1ccccc1)c1ccc([N+](=O)[O-])cc1	7
O=C(CCNS(=O)(=O)c1cccc2nonc12)N1CCN(c2cccc(Cl)c2)CC1	-8
O=C(CCN1C(=O)c2ccccc2C1=O)NC1=NCCS1	16
COc1ccccc1CNc1n[nH]c(NCc2ccccc2OC)n1	3

(cont.)
SMILES	MLL CXXC-DNA inh	PKM2 act	B2AR arrestin	hERG WT inh	Giardia kill	GALK inh	Menin MLL FP TR	KCNH2 3.1 inh	TRPV1 agonist	Coupling enz	USP2a block
CCC(NC(=O)c1ccccc1NC(=O)c1ccco1)C(=O)NNC(=O)c1ccc(OC)cc1 (stereo unspecified)	3%	-4%	-0.5%	3	8	0%	-12%	-20	-2	-2	0%
C/C(=N\NC(=O)COc1ccc([N+](=O)[O-])cc1)C(C)(C)C	-3%	-1%	7.8%	-3	-8	-6%	.	-2	.	0	2%
O=C(NCC1CCCO1)c1cccc(-n2cnnn2)c1 (stereo unspecified)	2%	-1%	-1.2%	-1	7	-5%	-18%	0	0	0	-1%
Cc1ccccc1N1CCN(CC(=O)Nc2nccs2)CC1	16%	1%[11.5 µM]	-0.4%	-42	-10	0%	8%	-2	17	-3	2%
COc1ccc(S(=O)(=O)Nc2ccc3c(c2)C(=O)N([C@H](C)CO)C[C@H](C)[C@@H](CN(C)S(=O)(=O)c2cccs2)O3)cc1	.	.	0.0%	-1	-3	.	.	6	.	.	-12%
Cc1ccc(OCCSc2nc3ncnc(N)c3[nH]2)cc1	-2%	1%	-0.3%	.	9	0%	-1%	6	3	-3	-1%
COc1ccc(Sc2nnc(-c3ccccc3)cc2C#N)cc1	-1%	-20%	-0.2%	4	-7	0%	?	-6	27	0	1%
Cc1ccc(N(C(C)C(=O)N2CCOCC2)S(C)(=O)=O)cc1C (stereo unspecified)	2%	0%	-0.4%	-7	-8	-2%	4%	7	-3	1	7%
Cc1noc(C)c1COC(=O)COc1ccc2c(C)cc(=O)oc2c1	-8%	?	-3.2%	-1	6	-1%	-10%	-2	4	-1	-2%
CCCOC(=O)CCc1n[nH]c(=O)[nH]c1=O	-2%	-5%	0.3%	2	-4	3%	-1%	-7	-2	3	-1%
COc1ccc2c(c1)CCCC21SC(NC(C)=O)=NN1C(C)=O (stereo unspecified)	2%	0%	0.2%	-5	-11	1%	5%	18	0	0	3%
O=C(NCC(c1cccs1)N1CCOCC1)C1CCN(S(=O)(=O)c2c(Cl)cccc2Cl)CC1 (stereo unspecified)	.	.	-0.1%	15	6	.	.	7	3	.	-3%
COc1ccc(NC(=O)C2CCCN2S(=O)(=O)c2ccc(C)cc2)cc1 (stereo unspecified)	-3%	-1%	0.3%	-10	-7	-1%	3%	6	5	0	6%
Cc1ccc(C(=O)NCC(=O)OCC(=O)c2cc(C)n(Cc3ccco3)c2C)cc1	6%	15%	-0.2%	-8	-12	0%	5%	-5	9	-1	1%
CC(C)(CN1CCCC1)NC(=O)C1CCC(=O)N(CCCN2CCOCC2)C1 (stereo unspecified)	-1%	.	-0.1%	13	45[activator]	-3%	0%	-5	-1	0	0%
COC(=O)c1ccccc1NC(=O)c1nc2nc(C)cc(C(F)F)n2n1	3%	1%	-0.1%	4	-5	0%	37%[activator]	-4	2	0	1%

3 compounds already listed, sorted by their value in TRPV1 agonist, rising.
canonical_smiles | MLL CXXC-DNA inh | PKM2 act | B2AR arrestin | GALK inh | Menin MLL FP TR | TRPV1 agonist
CCCOC(=O)CCc1n[nH]c(=O)[nH]c1=O | -2% | -5% | 0.3% | 3% | -1% | -2
CC(C)(CN1CCCC1)NC(=O)C1CCC(=O)N(CCCN2CCOCC2)C1 (stereo unspecified) | -1% | . | -0.1% | -3% | 0% | -1
Cc1ccccc1N1CCN(CC(=O)Nc2nccs2)CC1 | 16% | 1%[11.5 µM] | -0.4% | 0% | 8% | 17

Screening results (PubChem)

This is a subset. The share of hits here may be higher or lower than overall.
